Screening data: PubChem BioAssay, several laboratories
LMP1 NFkB inh: Epstein-Barr LMP1 NF-kappaB reporter inhibition; LMP1-induced NF-kappaB luciferase reporter cells, luminescence; inhibition, % at 12.5 µM; 0.69% of 350,000 active; in the data active means inhibition above about 41%;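 further: 0% = neutral control wells and 100% = reference inhibitor control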
TLR9-MyD88 block: inhibitors of human TLR9-MyD88 binding; CHO BLA complementation TLR9-MyD88, CCF4 FRET ratio; 0.21% of 340,000 active; Q9NR96+Q99836; inhibition, % at 4.98 µM;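 active means inhibition above the mean over all tested compounds plus 3 SD, cut at about 21% in these data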;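 further: 0% = DMSO only wells and 100% = clavulanate BLA inhibitor control wells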
SRC3 inh: inhibits human SRC3 coactivator; Q9Y6Q9; HEK293 GAL4-SRC3 luciferase reporter, luminescence; inhibition, % at 3.6 µM; 0.17% of 360,000 active; AID 588352;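 active means inhibition above a per-campaign cutoff, the mean of all compounds plus 3 SD, cut at about 60% in these data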;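 further: 0% = DMSO-treated cells and 100% = gossypol-treated cells at 36 µM; higher means less SRC3-driven luciferase light from the GAL4 reporter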
TROY NFkB inh: TROY signaling inhibition. inhibition, % at 10 µM. Q293 LMP1-TROYcd NF-kB luciferase reporter, 4 h. AID 1347056. 0.98% of 360,000 active;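 active means compounds whose plate-normalised and pattern-corrected inhibition of the luciferase reporter signal at the single screening dose is 50% or more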
NCOA2 inhibitor: human SRC2 (NCOA2) inhibition; 0.17% of 370,000 active; HEK293 GAL4-SRC2 luciferase reporter, luminescence; inhibition, % at 9 µM; Q15596;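 active means inhibition above the mean inhibition of all tested compounds plus 3 SD, set per campaign, cut at about 52% in these data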;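 further: 0% = DMSO treated cells and 100% = cells given Gossypol at 36 µM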
NOD2-RIPK2 inh: inhibitors of human NOD2-RIPK2 interaction; O43353; CHO BLA complementation NOD2-RIPK2, CCF4 ratio; inhibition, % at 4.98 µM; 0.38% of 360,000 active; AID 624267; in the data active means inhibition above about 21%;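 further: 0% = vehicle only and 100% = reference blocker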
Target sequence (O43353 whole entry, looked up): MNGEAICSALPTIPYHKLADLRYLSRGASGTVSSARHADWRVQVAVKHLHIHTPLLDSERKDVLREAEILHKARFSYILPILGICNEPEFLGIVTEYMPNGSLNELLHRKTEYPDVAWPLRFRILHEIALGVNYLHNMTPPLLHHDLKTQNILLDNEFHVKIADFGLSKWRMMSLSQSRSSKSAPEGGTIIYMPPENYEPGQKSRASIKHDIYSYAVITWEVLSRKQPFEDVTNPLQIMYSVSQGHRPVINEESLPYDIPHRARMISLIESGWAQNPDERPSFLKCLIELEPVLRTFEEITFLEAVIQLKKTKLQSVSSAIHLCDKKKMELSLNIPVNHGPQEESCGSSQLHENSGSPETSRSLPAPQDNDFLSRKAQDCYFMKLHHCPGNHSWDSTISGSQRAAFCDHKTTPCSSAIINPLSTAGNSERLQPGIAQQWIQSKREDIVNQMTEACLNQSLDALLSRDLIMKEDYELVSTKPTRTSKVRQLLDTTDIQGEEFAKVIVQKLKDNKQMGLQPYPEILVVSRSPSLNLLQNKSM
TRAIL sens C8: caspase-8 TRAIL sensitization | NB7+C8 cells + TRAIL, ATPlite viability luminescence | inhibition (viability loss, TRAIL sensitization), % at 10 µM | 1% of 360,000 active | AID 624354;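 active means compounds causing at least 50% loss of cell viability in the single-dose screen, relative to plate controls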
Vif imaging: HIV Vif inhibition; HEK293T cells, Vif self-association by quenched fluorescence, imaging, 24 h; inhibition, % at 7.49 µM; 0.35% of 340,000 active; AID 602346; in the data active means inhibition above about 50%, passing the limit was not always enough; further: some results filed as inactive read as strong as hits
LRH-1 inv ag: inverse agonists of human LRH-1 (NR5A2). 0.13% of 360,000 active. HEK293T StAR-luciferase reporter, LRH-1 transfected, 24 h. AID 602396. O00482. inhibition, % at 3.6 µM;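 active means inhibition above the mean inhibition of all tested compounds plus 3 SD, cut at about 73% in these data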;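 further: 0% = DMSO wells and 100% = reporter-only cells lacking LRH-1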
Target sequence (O00482 whole entry, looked up): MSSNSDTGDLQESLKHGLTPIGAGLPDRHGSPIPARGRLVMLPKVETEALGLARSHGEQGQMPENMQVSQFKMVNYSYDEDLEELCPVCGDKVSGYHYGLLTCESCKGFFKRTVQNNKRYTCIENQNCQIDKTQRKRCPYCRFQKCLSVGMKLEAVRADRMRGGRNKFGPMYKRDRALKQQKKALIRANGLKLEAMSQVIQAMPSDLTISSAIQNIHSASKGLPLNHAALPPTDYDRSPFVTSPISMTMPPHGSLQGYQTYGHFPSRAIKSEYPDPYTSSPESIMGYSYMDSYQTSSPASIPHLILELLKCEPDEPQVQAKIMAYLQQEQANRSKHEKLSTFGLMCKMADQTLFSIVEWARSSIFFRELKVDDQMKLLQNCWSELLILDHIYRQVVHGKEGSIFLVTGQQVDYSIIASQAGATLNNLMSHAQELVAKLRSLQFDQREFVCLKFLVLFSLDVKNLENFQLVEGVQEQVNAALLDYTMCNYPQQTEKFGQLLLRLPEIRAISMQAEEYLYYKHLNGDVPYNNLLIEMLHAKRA
NCOA1 inh: human NCOA1 inhibition | HEK293 GAL4-SRC1 luciferase reporter, luminescence | inhibition, % at 3.6 µM | 0.12% of 360,000 active;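 active means inhibition above the campaign mean plus 3 SD, with each screening campaign given its own cutoff, cut at about 60% in these data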;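 further: 0% = DMSO treated cells and 100% = gossypol at 36 µM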
NR2F2 inh: NR2F2 (human) inhibition, primary screen | P24468 | inhibition, % at 8.6 µM | HEK293T NGFI-A luciferase reporter, luminescence | 0.7% of 370,000 active | AID 686940;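 active means inhibition above a per-plate cutoff, mean inhibition of test wells between control levels plus 3 SD, cut at about 38% in these data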;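 further: cells cotransfected with COUP-TFII expression vector driving the NGFI-A reporter; 0% = median of COUP-TF2 test wells and 100% = reporter-only cells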
The depositor's hits bear a star; / = not tested or not shown. These rows are one share of the data; count on the stated rates, not on these rows.

SMILES	LMP1 NFkB inh	TLR9-MyD88 block	SRC3 inh	TROY NFkB inh	NCOA2 inhibitor	NOD2-RIPK2 inh	TRAIL sens C8	Vif imaging	LRH-1 inv ag	NCOA1 inh	NR2F2 inh
CCCCn1nnnc1C1(C)CCC(=O)N1c1ccc(N2CCOCC2)cc1 (centres undefined)	/	/	/	-10	-3	13	-5	/	19	/	-9
CCC(Sc1nc2cc3c(cc2c(=O)n1Cc1ccco1)OCO3)C(=O)Nc1ccccc1OC (centres undefined)	-13	-11	3	17	-23	4	15	5	-3	-9	-5
CCOC(=O)N1CCN(S(=O)(=O)c2cc(Br)cc3c2N(C(=O)CC)CC3)CC1	6	5	10	-11	10	-4	2	1	18	-8	-17
CCOC(=O)C1=C(CSc2nc(-c3ccncc3)ccc2C#N)OC(N)=C(C#N)C1c1cccnc1 (centres undefined)	-5	0	-7	-13	-10	1	4	3	-24	-15	-26
Cc1cccc2cc3c(N)c(C(=O)N4CCCc5ccccc54)sc3nc12	11	32*	-2	18	9	21	-12	-3	11	10	-29
Cc1[nH]c(C)c(S(=O)(=O)N2CCN(c3cccc(C(F)(F)F)c3)CC2)c1C(=O)N1CCCC1	0	7	-22	11	12	-9	15	1	-6	-1	-20
Cc1ccc(C(=O)NC(=S)Nc2nc(-c3cccc([N+](=O)[O-])c3)cs2)c(Cl)c1	-17	-7	-1	26	-1	-5	-4	-8	-15	-3	-21
Cc1c(NC(=O)c2ccccc2)c(=O)n(-c2ccccc2)n1C	-5	0	15	-7	-11	7	2	6	4	1	-7
Cc1ccc(/C=N/NC(=O)c2ccc3nc[nH]c3c2)o1	3	-13	1	-1	26	-9	-2	1	2	-5	18
CCCOc1ccc2c(C)c(CC(=O)OC)c(=O)oc2c1	-15	8	-48	-50	-14	3	6	-10	-12	-48	-16
CCN(CC)P(=O)(Nc1ccc(Br)cc1)c1c(C)nn(CCC#N)c1NC(=O)c1ccc(Cl)cc1 (centres undefined)	0	6	-4	-9	0	0	-1	-14	18	-6	9
CCOC(CNC(=O)C1CCN(S(=O)(=O)c2ccc3nc4c(c(C(=O)O)c3c2)CCCCC4)CC1)OCC	-1	7	25	-10	-20	7	1	5	9	14	15
Cc1ccc(S(=O)(=O)N2CCC(C(=O)OCC(=O)NCc3cccc(Cl)c3)CC2)cc1C	0	2	-26	-7	-3	-5	-4	-7	-8	10	-16
C[C@H]1CN([C@@H](C)CO)C(=O)CCCn2cc(nn2)CO[C@@H]1CN(C)C(=O)Nc1cccc(C(F)(F)F)c1	-7	1	6	4	11	-7	-11	-3	3	-12	-1
Cc1ccccc1Oc1ccc2c(c1)[C@@H]1C[C@H](N(C)C(=O)c3cccnc3)[C@H]([C@H](C)O)C(=O)N1CC2	-1	2	15	-8	-3	9	-6	2	4	-1	-7
Cc1cc(NC(=O)COC(=O)C2CC2)ccc1Br	-9	1	9	-33	-10	-12	-20	-1	11	-6	-8
Cc1ccc(-c2cc(-c3cccc(F)c3)n[nH]2)c(O)c1	5	1	-95	-39	-18	-7	8	/	-122	-90	-46
Cc1cc2oc(C(=O)N3CCN(CCc4ccccn4)CC3)c(C)c2cc1C	-5	2	9	-18	14	-2	7	-21	25	-9	7
O=C(Nc1nnc(C2=COCCO2)o1)c1ccc(F)cc1	-1	-3	-3	4	8	1	-4	1	-18	-14	-8
Cc1ccc(C(=O)CC2(O)C(=O)Nc3ccccc32)s1 (centres undefined)	-2	-3	6	10	-12	-7	27	4	9	5	0
Cn1cnc([N+](=O)[O-])c1N=C(N)N	-1	1	-7	-3	6	-14	-28	1	-1	-3	-26
O=C(NNC(=S)NCc1ccccc1)c1ccc(Br)o1	-5	-8	15	-9	-7	-2	-6	-7	-3	-18	14
CN1C[C@@H]2[C@@H]3C(=O)N(Cc4ccccc4)C(=O)[C@@H]3[C@](Cc3ccccc3)(C1=O)N2C(=O)c1ccccc1	2	-10	-6	9	-26	-11	6	4	-6	-4	-6
COc1ccc2[nH]c(=O)c(CN(C(=O)c3cccnc3)c3ccccc3OC)cc2c1	-6	-5	12	13	-62	-2	2	4	-5	-2	2
CN1CCN(CCCNC(=O)Nc2ccc([N+](=O)[O-])cc2)CC1	12	-4	-2	14	2	0	-10	-4	5	-36	14
SMILES	LMP1 NFkB inh	TLR9-MyD88 block	SRC3 inh	TROY NFkB inh	NCOA2 inhibitor	NOD2-RIPK2 inh	TRAIL sens C8	Vif imaging	LRH-1 inv ag	NCOA1 inh	NR2F2 inh
CCC(C(=O)OCC(=O)Nc1c(C)nn(-c2ccccc2)c1C)c1ccccc1 (centres undefined)	-3	-9	14	-3	-12	4	-16	0	17	-20	10
CC(C)c1ccc(NC(=S)Nc2ccc3[nH]c(=O)[nH]c3c2)cc1	-1	7	8	-20	-28	9	2	5	17	-32	5
O=C(NCCCn1ccnc1)c1ccc(-c2cccc(C(F)(F)F)c2)o1	8	-4	0	-10	-9	5	-1	-5	1	-1	-7
COc1cc(C2NC(=O)NC(C)=C2C(=O)OCc2ccc(C)cc2)cc(OC)c1O (centres undefined)	7	0	21	0	-15	8	-6	15	-2	-23	9
Cn1ncc2c(NCCc3ccccc3)nc(Cl)nc21	-3	-3	-16	-5	-15	3	-6	-3	-24	-17	6
Cn1nccc1C(=O)OCC(=O)Nc1cccc(Cl)c1	-3	-14	8	-19	-32	3	10	11	3	-6	0
O=C(c1ccncc1)N1CCN(c2cccc(C(F)(F)F)c2)CC1	8	-6	-8	9	9	-12	-2	0	5	1	1
CCC1S/C(=N/N=C/c2ccco2)NC1=O (centres undefined)	-2	-10	3	1	-16	8	0	8	-5	8	5
CC(=O)Nc1ccc(SCC(=O)Nc2cc(C(C)(C)C)nn2-c2ccccc2)cc1	-7	-2	5	10	11	-17	-4	1	-7	-8	-6
CCOC(=O)c1c(N)sc(C(O)(C(F)(F)F)C(F)(F)F)c1-c1ccc(Cl)cc1	-3	4	9	42	9	7	-8	0	-2	-11	-15
COCCCNC(=O)CC1C[C@H](C(=O)N2CCCCC2)[C@@]2(C)c3[nH]c4ccccc4c3CCN2C1=O (some centres undefined)	-6	5	9	9	21	-3	-23	/	-4	-4	-18
O=C1CCCN1CC1CCN(Cc2nc(CC3CC3)no2)CC1	-6	2	2	9	-23	0	-12	-2	-17	4	-3
COc1ccc(C(=O)NCC(=O)OCc2c(Cl)cccc2Cl)cc1OC	2	-4	66*	-8	4	2	-31	-2	-8	-7	-4
COc1ccc2[nH]c(C(=O)N3CCC(Cc4ccccc4)CC3)cc2c1	2	-4	-18	-12	/	0	-7	1	15	-8	/
O=C(Cn1cc[n+](Cc2ccccc2)c1)c1ccc([N+](=O)[O-])cc1	-3	-2	-8	5	-11	-13	8	-11	14	3	-3
O=C(CN1CCN(C(=O)c2cccc(-n3cnnn3)c2)CC1)Nc1ccccc1Cl	0	-8	2	2	19	-4	-10	0	6	9	-23
CCN(CC)C(=O)Oc1ccccc1NC(C)=O	-5	-4	9	7	-6	-15	-2	-13	20	-4	-5
CC(=O)c1ccc(NC(=O)CSc2nc3[nH]ncc3c(=O)[nH]2)cc1	-3	-1	-1	-4	-17	-13	0	5	57	0	-2
CCN(CC)C(=O)c1cccc(-c2csc(C(C)(O)c3ccccc3)n2)c1 (centres undefined)	/	/	-13	26	21	8	8	/	35	-1	22
COc1ccc(C(N)=O)cc1NC(=O)CC(O)(C(F)(F)F)C(F)(F)F	-5	4	13	-6	-18	6	-16	-6	15	10	-19
Cc1ccc(OCc2n[nH]c(=S)n2-c2ccc(Cl)cc2)cc1	1	-5	-3	-1	5	11	-4	-11	5	-1	9
Cc1cc(C(C)(C)C)ccc1OCCn1ccnc1	15	-11	-4	-5	12	0	-4	-1	4	-15	5
Cc1nc(Cc2nnc(SCC(=O)Nc3c(C)cccc3C)o2)cs1	9	2	9	-12	-18	1	-3	-6	8	-12	7
CCC(C(=O)OCC(=O)Nc1cccc(C(C)=O)c1)c1ccccc1 (centres undefined)	7	-2	10	-10	-33	-3	-2	-10	20	5	12
CCOC(=O)C1(CCOC)CCCCC1=O (centres undefined)	-5	-11	-6	-5	2	19	4	-9	-2	4	6
SMILES	LMP1 NFkB inh	TLR9-MyD88 block	SRC3 inh	TROY NFkB inh	NCOA2 inhibitor	NOD2-RIPK2 inh	TRAIL sens C8	Vif imaging	LRH-1 inv ag	NCOA1 inh	NR2F2 inh
CC1CC(Nc2ccccc2)=NC1(C)C (centres undefined)	0	0	13	1	-7	-21	-6	/	-4	-2	8
O=C(Nc1ccc(N2CCCCC2)c(S(=O)(=O)Nc2ccccc2Cl)c1)c1cccnc1	0	0	-5	30	-4	10	4	-8	6	2	-6
CCN1CCc2c(C#N)c(N3CCCCC3)nc(NCc3ccccc3)c2C1	-12	3	-1	-14	13	9	8	32	-13	-1	-12
CCCN(CCC)S(=O)(=O)c1ccc(N2CCCC2=O)c([N+](=O)[O-])c1	-39	-1	6	-5	1	-7	-6	-10	8	8	8
O=C1CCCC(=O)N1CCCCCCN1C(=O)CCCC1=O	3	-3	-28	26	0	-1	-2	3	-46	-5	-1
Cc1ccc(S(=O)(=O)NC(=NC2CCCCC2)c2ccccc2)cc1	1	-8	-1	-9	-36	-11	-18	12	-4	5	7
COC(=O)c1ccc(NC(=O)c2ccc3c(c2)OCO3)cc1	-29	-1	-63	-34	-50	-7	8	4	-60	-94	-17
COc1ccc([C@H]2N[C@]3(CCCN(Cc4ccc(C)cc4)C3=O)[C@H]3C(=O)N(Cc4ccccc4)C(=O)[C@@H]23)cc1	-4	3	-4	-9	8	-1	-8	/	1	1	12
COc1ccc(NC(=O)CC2SC(=NCC3CCCO3)NC2=O)cc1 (centres undefined)	-4	3	-5	-2	-8	-7	-11	-27	16	-3	12
CC(C(=O)N1c2ccccc2CCc2ccccc21)n1nnc(-c2ccc(N(C)C)cc2)n1 (centres undefined)	-1	2	3	-4	5	-8	1	/	10	-2	-10
Cc1ccc(-n2c(SCC(N)=O)nnc2-c2ccccn2)cc1C	6	12	8	-11	-8	12	-6	5	9	-14	3
Cc1ccc(NC(=O)CCC(=O)c2ccc(Br)cc2)cc1	2	-11	7	-18	-8	-2	-22	2	0	17	0
Cc1ccc(NC(=S)N2CCC(c3nc4ccccc4s3)CC2)cc1C	5	4	11	22	-26	-7	2	-5	5	6	-5
O=S(=O)(c1ccccc1)N1CCN(S(=O)(=O)N2CCCCC2)CC1	-2	-7	2	7	-12	-4	6	-4	-30	1	10
CN(C)C(CNC(=O)c1ccc(NS(=O)(=O)c2ccc(F)cc2)cc1)c1ccco1 (centres undefined)	2	5	20	4	-12	0	13	13	4	-5	9
O=C1CCCN1CCCNS(=O)(=O)c1ccc(F)c(F)c1	3	-4	8	-7	-1	3	-9	-10	8	5	24
CCc1nc(SCC(N)=O)c2c(=O)n(C)c(=O)n(C)c2n1	-5	-2	-5	2	-1	-13	-4	-4	8	-2	-2
Cc1cccc(C(=O)NCCC(=O)Nc2nc(C)c(Cc3ccc4c(c3)OCO4)s2)c1	-7	0	13	11	-11	0	0	5	8	-12	-3
